PrPC TRFRET: inhibitors of human cell surface prion protein PrPC, primary screen, cell-based, TR-FRET; Major prion protein (Homo sapiens), P04156; TR-FRET read-out; inhibition, % at 13.8 µM; 0.43% of 370,000 active; in the data active = inhibition above about 24%; note: 0% = median of the test wells and 100% = reference compound wells
SSB-PriA inh: inhibitors of Klebsiella pneumoniae PriA binding to SSB C-terminal tail, primary screen, biochemical, AlphaScreen; PriA–SSB C-terminal tail interaction (Klebsiella pneumoniae); AlphaScreen SSBct-PriA binding, biotinylated peptide; inhibition, % at 33 µM; 0.6% of 430,000 active; AID 1272365, 2023; in the data active = inhibition mostly above about 37%, no sharp cut-off; inactive = mostly below about 20%;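 note: plate controls were negative control peptide for no effect and reference peptide for full effect; strong numbers were not always called active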
BoNT A protease: BoNT/A light chain protease inhibitors, primary screen, biochemical, flow cytometry, MLPCN library. Botulinum neurotoxin type A light chain protease (Clostridium botulinum A str. ATCC 3502). 0.17% of 360,000 active. inhibition, % at 10 µM. multiplex microsphere protease substrate cleavage; note: plate controls were buffer without enzyme for full effect and enzyme alone for no effect
SARS 3CLpro inh: SARS-CoV 3CLpro protease inhibitors, primary screen, biochemical, quenched FRET. recombinant SARS-CoV 3CLpro, quenched FRET peptide cleavage. AID 1706, 2009. 0.14% of 290,000 active. Replicase polyprotein 1ab (Severe acute respiratory syndrome coronavirus), P0C6X7. inhibition, % at 6 µM; in the data active = inhibition above about 12%
Y pestis TopoI: Yersinia pestis topoisomerase I inhibitors, primary screen, biochemical, cleavage product accumulation, plate reader, single point. activity, % at 10 µM. AID 504884, 2011. Y. pestis Topo-I cleavage product accumulation. DNA topoisomerase I (Yersinia pestis CO92). 0.064% of 360,000 active; in the data active = activity above about 50%, passing the limit was not always enough; inconclusive = no clear call, values can overlap the other calls; note: inactives centre near 2
Anthrax LF prot: Bacillus anthracis LF protease inhibitors, primary screen, biochemical, multiplex microsphere, MLPCN library; Lethal factor (Bacillus anthracis), P15917; multiplex microsphere protease cleavage assay; inhibition, % at 10 µM; 0.12% of 360,000 active; note: plate controls were buffer without enzyme for full effect and enzyme alone for no effect
TcdB GH inh: TcdB glycohydrolase inhibitors, primary screen, biochemical, single point, plate reader | inhibition, % at 9.99 µM | TcdB glycohydrolase enzymatic assay | Toxin B (Clostridioides difficile), P18177 | 0.24% of 350,000 active; in the data active = inhibition above about 10%
PfHsp40 yeast: rescue of yeast from PfHsp40 toxicity, primary screen, S. cerevisiae, ATP luminescence; growth rescue, % at 12.5 µM; 0.68% of 340,000 active; AID 504582, 2011; S. cerevisiae expressing PfHsp40, growth rescue; in the data active = growth rescue above about 28%, passing the limit was not always enough; inconclusive = no clear call, values can overlap the other calls;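 note: yeast W303a lacking pdr1 and pdr3 grown in galactose medium; growth measured after three days at 30 °C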
BH1578 lux ind: inducers of Vibrio cholerae quorum light production without autoinducers, primary screen, BH1578 luxS cqsA deficient, single point; V. cholerae BH1578 lux reporter, luminescence, 6 h; 0.16% of 350,000 active; activation, % at 18.7 µM; in the data active = activation mostly above about 9.7%, no sharp cut-off; inconclusive = no clear call, values can overlap the other calls; inactive = mostly below about 3.7%; note: not every result past the cut was called active; inactives centre near 0; reference of the scale not given here
* marks the source's active call; other numbers are inactive results. Cut-off read from the data, not from the text of the source, unless noted: active = inhibition above about 30%; inconclusive = no clear call, values can overlap the other calls; inactive = below that.

Results for O=C(CSc1ncn(-c2ccccc2)n1)NCc1ccccc1 ?
PrPC TRFRET: 0; SSB-PriA inh: 1; BoNT A protease: inconclusive; SARS 3CLpro inh: 1; Y pestis TopoI: 3; Anthrax LF prot: 0; PfHsp40 yeast: 0.4; BH1578 lux ind: 2.9

What do the screens show for `COC(=O)c1ccc(CSc2nc3c(c(=O)n2-c2ccc(C)cc2)SCC3)o1`?
PrPC TRFRET: 11; SSB-PriA inh: 1; BoNT A protease: 0.5; SARS 3CLpro inh: -4; Y pestis TopoI: 34; Anthrax LF prot: 2; TcdB GH inh: 1.4; PfHsp40 yeast: 1.5; BH1578 lux ind: 1.1

Results for O=C(c1cccc(S(=O)(=O)N2CCCCC2)c1)N1CCCCC1 ?
PrPC TRFRET: 8; SSB-PriA inh: -2; BoNT A protease: -0.2; SARS 3CLpro inh: 2; Y pestis TopoI: 4; Anthrax LF prot: -3; PfHsp40 yeast: -1.5; BH1578 lux ind: -0.7

What do the screens show for `O=c1cc[nH]c2c1ccc1c(=O)cc[nH]c12`?
PrPC TRFRET: 10; SSB-PriA inh: 3; BoNT A protease: -0.8; SARS 3CLpro inh: -4; Y pestis TopoI: -9; Anthrax LF prot: -10; TcdB GH inh: -18; PfHsp40 yeast: -1.0; BH1578 lux ind: 0.4

How did O=[N+]([O-])c1cccnc1N/N=C/c1ccccc1O do in these assays?
PrPC TRFRET: -12; BoNT A protease: 0.8; SARS 3CLpro inh: -1; Y pestis TopoI: 4; Anthrax LF prot: -1; TcdB GH inh: 1.4; PfHsp40 yeast: -1.7; BH1578 lux ind: -0.6

Results for Cc1cccc(C)c1-n1c(C)cc(/C=N\Nc2ccc([N+](=O)[O-])cn2)c1C ?
PrPC TRFRET: -14; BoNT A protease: 0.0; SARS 3CLpro inh: -1; Y pestis TopoI: -29; Anthrax LF prot: -9; PfHsp40 yeast: 0.5; BH1578 lux ind: 5.9

Results for O=C(Nc1ccccc1)c1cc2ccc3ccccc3c2s1 ?
PrPC TRFRET: 0; SSB-PriA inh: -2; BoNT A protease: -0.1; SARS 3CLpro inh: 4; Y pestis TopoI: -1; Anthrax LF prot: -3; TcdB GH inh: 0.8; PfHsp40 yeast: 1.2; BH1578 lux ind: inactive

What do the screens show for `Cc1ccccc1CN1CCNC(=O)C1CC(=O)N(C)CCC1CCOCC1` (stereo not given)?
PrPC TRFRET: 7; SSB-PriA inh: -2; BoNT A protease: 1.6; SARS 3CLpro inh: 4; Y pestis TopoI: 8; Anthrax LF prot: 0; TcdB GH inh: 1.6; PfHsp40 yeast: 0.1; BH1578 lux ind: -2.2

What do the screens show for `C=CCn1c(=O)c2c(nc(Br)n2Cc2ccccc2Cl)n(C)c1=O`?
PrPC TRFRET: 7; SSB-PriA inh: 1; BoNT A protease: -0.5; SARS 3CLpro inh: 5; Y pestis TopoI: 2; Anthrax LF prot: 0; PfHsp40 yeast: 1.2; BH1578 lux ind: 1.9

How did CCc1c(C(=O)NCc2ccccc2Cl)[nH]c(C)c1C(C)=O do in these assays?
PrPC TRFRET: 11; SSB-PriA inh: -9; BoNT A protease: -0.3; SARS 3CLpro inh: 1; Y pestis TopoI: -10; Anthrax LF prot: -3; PfHsp40 yeast: 0.1; BH1578 lux ind: -0.2

Results for CCOCCCNC(=O)C(c1ccc(Cl)cc1)N(Cc1cccs1)C(=O)c1ccccn1 (stereo not given) ?
PrPC TRFRET: 2; SSB-PriA inh: -9; BoNT A protease: -0.2; SARS 3CLpro inh: 3; Y pestis TopoI: 15; Anthrax LF prot: -1; TcdB GH inh: 0.1; PfHsp40 yeast: -0.8; BH1578 lux ind: inactive

Results for CCN(Cc1nc(-c2ccc(Cl)cc2)no1)CC1CCCO1 (stereo not given) ?
PrPC TRFRET: -8; SSB-PriA inh: -16; BoNT A protease: -0.8; SARS 3CLpro inh: 5; Y pestis TopoI: 2; Anthrax LF prot: -2; TcdB GH inh: 1.6; PfHsp40 yeast: -2.2; BH1578 lux ind: inactive

Results for CCOc1ccc(N/C(C)=C/C(=O)c2ccc(C)o2)cc1 ?
PrPC TRFRET: 1; BoNT A protease: 0.1; SARS 3CLpro inh: -1; Y pestis TopoI: 2; Anthrax LF prot: -17; PfHsp40 yeast: -0.7

How did Cc1nc2ncnn2c(C)c1CCC(=O)N1CCN(Cc2ccccc2)CC1 do in these assays?
PrPC TRFRET: -2; SSB-PriA inh: -23; BoNT A protease: 1.0; SARS 3CLpro inh: 3; Y pestis TopoI: 4; Anthrax LF prot: 1; PfHsp40 yeast: -0.8; BH1578 lux ind: -5.4

Results for O=S(=O)(c1ccccc1)c1nc(-c2ccco2)oc1N1CCCCCC1 ?
PrPC TRFRET: -4; SSB-PriA inh: 35; BoNT A protease: -0.3; SARS 3CLpro inh: 3; Y pestis TopoI: 25; Anthrax LF prot: 0; PfHsp40 yeast: 1.4; BH1578 lux ind: -0.3

How did CC(=O)c1c(C)[nH]c(C(=O)COC(=O)CCCOc2ccccc2)c1C do in these assays?
PrPC TRFRET: -6; SSB-PriA inh: -13; BoNT A protease: -0.2; SARS 3CLpro inh: 2; Y pestis TopoI: -1; Anthrax LF prot: -2; TcdB GH inh: 1.1; PfHsp40 yeast: -0.3; BH1578 lux ind: -1.4

What do the screens show for `COc1ccc(CCNCC(O)COc2cccc(Br)c2)cc1` (stereo not given)?
PrPC TRFRET: 8; SSB-PriA inh: -3; BoNT A protease: -0.7; SARS 3CLpro inh: 3; Y pestis TopoI: 1; Anthrax LF prot: -11; TcdB GH inh: -0.6; PfHsp40 yeast: -1.1; BH1578 lux ind: -0.3

What do the screens show for `CC(C)NC(=S)Nc1c(N)[nH]c(=O)[nH]c1=O`?
PrPC TRFRET: -3; SSB-PriA inh: -6; BoNT A protease: -0.3; SARS 3CLpro inh: 3; Y pestis TopoI: -2; Anthrax LF prot: -1; TcdB GH inh: 0.4; PfHsp40 yeast: 1.4; BH1578 lux ind: -0.4

Results for Cc1ccc2c(c1)c1c(n2CCc2ccc(C)nc2)CCN(C)C1 ?
PrPC TRFRET: -2; SSB-PriA inh: 0; BoNT A protease: -0.7; Y pestis TopoI: 8; Anthrax LF prot: -7; TcdB GH inh: 0.7; PfHsp40 yeast: 2.1; BH1578 lux ind: inactive

What do the screens show for `NC(=O)C1=C(c2ccccc2)c2ccccc2C1=O`?
PrPC TRFRET: 9; SSB-PriA inh: -12; BoNT A protease: -0.1; Y pestis TopoI: 1; Anthrax LF prot: -1; TcdB GH inh: -0.1; PfHsp40 yeast: -0.8; BH1578 lux ind: 43*

How did CCOC(=O)c1cnc(SCC(=O)OCC(=O)N(CC)C2CCS(=O)(=O)C2)nc1N (stereo not given) do in these assays?
PrPC TRFRET: 10; SSB-PriA inh: -9; Y pestis TopoI: -1; TcdB GH inh: 0.2; PfHsp40 yeast: 0.2; BH1578 lux ind: -0.4

What do the screens show for `COCCn1c(C)cc(C(=O)CSc2nnc3ccccn23)c1C`?
PrPC TRFRET: -6; SSB-PriA inh: -2; BoNT A protease: -1.3; SARS 3CLpro inh: -2; Y pestis TopoI: 0; Anthrax LF prot: -5; TcdB GH inh: 1.2; PfHsp40 yeast: -0.1; BH1578 lux ind: 0.1

Results for Cc1c(NS(=O)(=O)c2cc(C(=O)OCC(=O)N3CCC(C)CC3)ccc2Cl)c(=O)n(-c2ccccc2)n1C ?
PrPC TRFRET: -5; SSB-PriA inh: -7; BoNT A protease: 0.0; SARS 3CLpro inh: 0; Y pestis TopoI: 8; Anthrax LF prot: 0; TcdB GH inh: -0.5; PfHsp40 yeast: 1.3; BH1578 lux ind: inactive

Results for Cc1cc(C)n(-c2ccccc2[N+](=O)[O-])n1 ?
PrPC TRFRET: -7; SSB-PriA inh: -9; BoNT A protease: -0.3; SARS 3CLpro inh: 2; Y pestis TopoI: 0; Anthrax LF prot: 4; TcdB GH inh: 0.5; PfHsp40 yeast: -0.8; BH1578 lux ind: inactive

What do the screens show for `O=c1cc(/N=C/c2coc3cc(Br)ccc3c2=O)[nH]c(=S)[nH]1`?
PrPC TRFRET: -9; BoNT A protease: -0.1; SARS 3CLpro inh: 2; Y pestis TopoI: 7; Anthrax LF prot: -4; TcdB GH inh: 0.1; PfHsp40 yeast: -0.1; BH1578 lux ind: -2.4

Results for N#CC(c1cccc([N+](=O)[O-])c1)C(CC(=O)c1ccccc1)c1ccccc1 (stereo not given) ?
PrPC TRFRET: -3; BoNT A protease: -0.4; Y pestis TopoI: 8; Anthrax LF prot: -8; TcdB GH inh: 0.3; BH1578 lux ind: -0.7

Results for CC(C)OC(=O)CC(=O)CSc1nc(-c2ccc(F)cc2)cc(-c2ccccc2)c1C#N ?
PrPC TRFRET: -6; SSB-PriA inh: -5; BoNT A protease: 0.8; SARS 3CLpro inh: 5; Y pestis TopoI: 7; Anthrax LF prot: 0; TcdB GH inh: 0.6; PfHsp40 yeast: 0.6; BH1578 lux ind: -0.2

Results for Cc1ccc2nc3n(c(=O)c2c1)-c1cc2ccccc2cc1C(=O)NC3CC(C)C (stereo not given) ?
PrPC TRFRET: 1; BoNT A protease: -0.2; Y pestis TopoI: 6; Anthrax LF prot: -2; TcdB GH inh: 1.0; BH1578 lux ind: -0.4

How did O=C(NCC1CCCO1)c1cn(Cc2ccccc2)nc1-c1ccccc1 (stereo not given) do in these assays?
PrPC TRFRET: -1; SSB-PriA inh: -10; BoNT A protease: -0.9; Y pestis TopoI: 1; Anthrax LF prot: -8; TcdB GH inh: 1.6; PfHsp40 yeast: -0.1; BH1578 lux ind: -0.6

How did N#Cc1ccccc1OCC(=O)C1CC1 do in these assays?
PrPC TRFRET: -3; SSB-PriA inh: -1; BoNT A protease: 0.6; SARS 3CLpro inh: -6; Y pestis TopoI: 0; Anthrax LF prot: -10; TcdB GH inh: -0.1; PfHsp40 yeast: 0.3; BH1578 lux ind: -0.5

What do the screens show for `COc1ccc(C)c(-n2c(=O)n(Cc3ccccc3)c(=O)c3[nH]cnc32)c1`?
PrPC TRFRET: 3; SSB-PriA inh: 0; SARS 3CLpro inh: 3; Y pestis TopoI: 7; TcdB GH inh: -0.3; BH1578 lux ind: -0.6

Part of the list above in order of heavy-atom count, ascending.
What do the screens show for `CC(C)NC(=S)Nc1c(N)[nH]c(=O)[nH]c1=O`?
PrPC TRFRET: -3; SSB-PriA inh: -6; BoNT A protease: -0.3; SARS 3CLpro inh: 3; Y pestis TopoI: -2; Anthrax LF prot: -1; TcdB GH inh: 0.4; PfHsp40 yeast: 1.4; BH1578 lux ind: -0.4

What do the screens show for `O=c1cc(/N=C/c2coc3cc(Br)ccc3c2=O)[nH]c(=S)[nH]1`?
PrPC TRFRET: -9; BoNT A protease: -0.1; SARS 3CLpro inh: 2; Y pestis TopoI: 7; Anthrax LF prot: -4; TcdB GH inh: 0.1; PfHsp40 yeast: -0.1; BH1578 lux ind: -2.4

What do the screens show for `COc1ccc(CCNCC(O)COc2cccc(Br)c2)cc1` (stereo not given)?
PrPC TRFRET: 8; SSB-PriA inh: -3; BoNT A protease: -0.7; SARS 3CLpro inh: 3; Y pestis TopoI: 1; Anthrax LF prot: -11; TcdB GH inh: -0.6; PfHsp40 yeast: -1.1; BH1578 lux ind: -0.3

Results for N#CC(c1cccc([N+](=O)[O-])c1)C(CC(=O)c1ccccc1)c1ccccc1 (stereo not given) ?
PrPC TRFRET: -3; BoNT A protease: -0.4; Y pestis TopoI: 8; Anthrax LF prot: -8; TcdB GH inh: 0.3; BH1578 lux ind: -0.7

Not all compounds are listed; the hit share may differ from the screen's.
